From PubChem BioAssay
TWEAK Fn14 block: inhibitors of TWEAK-Fn14 signaling, primary screen, luciferase reporter cells, uHTS; TWEAK-stimulated Fn14 reporter cells, luciferase luminescence, 8 h; inhibition, % at 10 µM; actives 2% (n = 360,000); in the data active = inhibition above about 50%
Exocytosis inh: LAMP-1 surface exposure blockers, TALL-104 cells – cell-based, flow cytometry, MLPCN library, primary screen. TALL-104 LAMP-1 surface exposure; cells stimulated with thapsigargin and PMA. inhibition, % at 10 µM. actives 0.66% (n = 360,000). AID 651702, 2012;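 active = inhibition above about 55%, limit read from the data; inconclusive = no clear call, values can overlap the other calls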
TLR9-MyD88 inh: inhibitors of TLR9-MyD88 association in cells, primary screen, cell-based, CHO, BLA complementation, fluorescence | Toll-like receptor 9 (Homo sapiens) + Myeloid differentiation primary response protein … | CCF4 FRET ratio | inhibition, % at 4.98 µM | actives 0.21% (n = 340,000) | AID 504734, 2011;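 active = inhibition above the mean over all tested compounds plus 3 SD, cut at about 21% in these data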;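 note: 0% = DMSO only wells and 100% = clavulanate BLA inhibitor control wells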
TROY signal inh: inhibitors of TROY-driven NF-kB signaling, primary screen, Q293 LMP1-TROYcd cells, NF-kB luciferase, uHTS | Q293 LMP1-TROYcd NF-kB luciferase reporter, 4 h | inhibition, % at 10 µM | actives 0.98% (n = 360,000);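 active = compounds whose plate-normalised and pattern-corrected inhibition of the luciferase reporter signal at the single screening dose is 50% or more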
NCOA3 inh: SRC3 coactivator transcriptional activity inhibitors, primary screen, cell-based, luminescence | Nuclear receptor coactivator 3 (Homo sapiens), Q9Y6Q9 | HEK293 GAL4-SRC3 luciferase reporter | inhibition, % at 3.6 µM | actives 0.17% (n = 360,000);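 active = inhibition above a per-campaign cutoff, the mean of all compounds plus 3 SD, cut at about 60% in these data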;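 note: 0% = DMSO-treated cells and 100% = gossypol-treated cells at 36 µM; higher means less SRC3-driven luciferase light from the GAL4 reporter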
NOD2-RIPK2 inh: NOD2-RIPK2 binding disruptors in cells, primary screen, fluorescence, CHO cells, BLA complementation. Receptor-interacting serine/threonine-protein kinase 2 (Homo sapiens), O43353. AID 624267, 2012. actives 0.38% (n = 360,000). inhibition, % at 4.98 µM. CCF4 ratio; in the data active = inhibition above about 21%;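 note: 0% = vehicle only and 100% = reference blocker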
LRH-1 inv ag: LRH-1 (NR5A2) inverse agonists, primary screen, cell-based, luminescence, HEK293T, StAR-luciferase reporter. LRH-1 transfected, 24 h. actives 0.13% (n = 360,000). Nuclear receptor subfamily 5 group A member 2 (Homo sapiens), O00482. inhibition, % at 3.6 µM;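 active = inhibition above the mean inhibition of all tested compounds plus 3 SD, cut at about 73% in these data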;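 note: 0% = DMSO wells and 100% = reporter-only cells lacking LRH-1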
ABHD5-PLIN5 inh: ABHD5-PLIN5 interaction inhibitors, primary screen, cell lysate, split luciferase complementation, luminescence | Perilipin-5 (Homo sapiens) + 1-acylglycerol-3-phosphate O-acyltransferase ABHD5 (Homo … | Split G. princeps luciferase complementation, 4 h | inhibition, % at 4 µM | actives 0.78% (n = 360,000) | AID 602281, 2012;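 active = inhibition above the mean inhibition across every tested compound plus 3 SD, cut at about 22% in these data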;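 note: 0% = DMSO only wells and the 100% control is not disclosed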
SRC1 inh: SRC1 coactivator transcriptional activity inhibitors, primary screen, cell-based, luminescence; AID 588354, 2011; HEK293 GAL4-SRC1 luciferase reporter; Nuclear receptor coactivator 1 (Homo sapiens), Q15788; actives 0.12% (n = 360,000); inhibition, % at 3.6 µM;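 active = inhibition above the campaign mean plus 3 SD, with each screening campaign given its own cutoff, cut at about 60% in these data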;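 note: 0% = DMSO treated cells and 100% = gossypol at 36 µM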
NR2F2 inh: NR2F2 transcriptional activity inhibitors, primary screen, cell-based, luciferase reporter, HEK293T, luminescence; HEK293T NGFI-A luciferase reporter; actives 0.7% (n = 370,000); inhibition, % at 8.6 µM;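 active = inhibition above a per-plate cutoff, mean inhibition of test wells between control levels plus 3 SD, cut at about 38% in these data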;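 note: cells cotransfected with COUP-TFII expression vector driving the NGFI-A reporter; 0% = median of COUP-TF2 test wells and 100% = reporter-only cells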
NCOA2 inhibitor: inhibition of GAL4-SRC2 driven luciferase reporter, primary screen, SRC2 inhibitor project, cell-based, luminescence. Nuclear receptor coactivator 2 (Homo sapiens), Q15596. HEK293 GAL4-SRC2 luciferase reporter. inhibition, % at 9 µM. actives 0.17% (n = 370,000);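 active = inhibition above the mean inhibition of all tested compounds plus 3 SD, set per campaign, cut at about 52% in these data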;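 note: 0% = DMSO treated cells and 100% = cells given Gossypol at 36 µM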
Target sequence (Q15596 whole entry, looked up, the tested form may be a part): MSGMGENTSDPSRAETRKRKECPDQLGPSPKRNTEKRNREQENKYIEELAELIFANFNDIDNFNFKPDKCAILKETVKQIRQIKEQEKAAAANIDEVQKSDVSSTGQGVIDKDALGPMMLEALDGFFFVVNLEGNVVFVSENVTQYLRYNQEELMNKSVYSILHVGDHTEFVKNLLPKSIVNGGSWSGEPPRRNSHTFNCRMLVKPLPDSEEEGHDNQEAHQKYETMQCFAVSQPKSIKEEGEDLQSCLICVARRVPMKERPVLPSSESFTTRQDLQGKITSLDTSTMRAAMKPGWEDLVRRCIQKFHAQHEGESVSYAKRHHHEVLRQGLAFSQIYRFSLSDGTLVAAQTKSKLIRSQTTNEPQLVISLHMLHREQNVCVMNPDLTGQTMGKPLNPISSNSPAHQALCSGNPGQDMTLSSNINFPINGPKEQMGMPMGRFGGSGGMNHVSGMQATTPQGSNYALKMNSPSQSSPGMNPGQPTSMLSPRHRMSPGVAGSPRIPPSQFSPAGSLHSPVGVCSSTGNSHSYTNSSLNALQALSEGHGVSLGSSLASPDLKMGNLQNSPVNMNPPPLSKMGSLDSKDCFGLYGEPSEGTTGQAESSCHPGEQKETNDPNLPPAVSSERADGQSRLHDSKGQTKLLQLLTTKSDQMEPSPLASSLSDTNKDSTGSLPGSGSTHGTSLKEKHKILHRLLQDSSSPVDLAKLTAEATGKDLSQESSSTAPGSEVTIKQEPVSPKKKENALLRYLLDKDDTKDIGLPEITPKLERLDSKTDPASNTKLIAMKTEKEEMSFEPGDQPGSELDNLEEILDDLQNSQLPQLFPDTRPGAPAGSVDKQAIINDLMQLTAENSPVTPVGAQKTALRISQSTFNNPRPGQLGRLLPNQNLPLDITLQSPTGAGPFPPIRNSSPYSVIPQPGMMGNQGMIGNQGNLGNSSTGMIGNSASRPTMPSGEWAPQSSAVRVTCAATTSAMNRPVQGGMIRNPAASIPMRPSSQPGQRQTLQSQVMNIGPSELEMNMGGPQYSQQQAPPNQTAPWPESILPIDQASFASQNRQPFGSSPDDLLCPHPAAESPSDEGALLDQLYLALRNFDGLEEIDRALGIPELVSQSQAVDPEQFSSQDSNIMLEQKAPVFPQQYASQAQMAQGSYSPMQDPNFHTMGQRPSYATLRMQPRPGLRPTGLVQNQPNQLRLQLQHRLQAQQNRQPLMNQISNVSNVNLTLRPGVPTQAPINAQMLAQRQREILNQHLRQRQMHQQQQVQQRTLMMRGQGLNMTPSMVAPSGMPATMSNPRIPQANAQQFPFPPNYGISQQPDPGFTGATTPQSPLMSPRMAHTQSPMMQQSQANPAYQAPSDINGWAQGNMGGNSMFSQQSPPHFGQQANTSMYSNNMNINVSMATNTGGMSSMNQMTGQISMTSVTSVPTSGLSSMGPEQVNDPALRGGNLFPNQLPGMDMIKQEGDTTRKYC
An asterisk follows results filed as active; u = inconclusive; x = no result given.

nr	smiles	Exocytosis inh	NR2F2 inh	NOD2-RIPK2 inh	NCOA3 inh	TWEAK Fn14 block	ABHD5-PLIN5 inh	LRH-1 inv ag	NCOA2 inhibitor	TLR9-MyD88 inh	SRC1 inh	TROY signal inh
1	Cc1ccc(/C=C(/NC(=O)c2ccccc2)C(=O)NCCc2c[nH]c3ccccc23)o1	-1	10	4	3	13	0	-19	-9	1	2	-3
2	CCOC(=O)Nc1ccc2c(c1)N(C(=O)CCN1CCN3CCCC3C1)c1ccccc1CC2 (stereo not given)	-1	10	-1	22	7	-5	7	1	3	-5	6
3	COc1cc(S(=O)(=O)N2CCOCC2)cc(C(=O)OCC(=O)NC2CCCCC2)c1OC	-4	3	1	18	-2	8	-1	8	3	-2	-4
4	CC1CCC2C(=O)N(c3cccc(C(=O)Nc4ccc(F)cc4)c3)C(=O)C2C1 (stereo not given)	0	-8	1	-5	-10	-2	-20	-17	1	9	4
5	CC(O)[C@H](NC(=O)C1(c2ccccc2)CCN(C(=O)OC(C)(C)C)CC1)C(=O)O (stereo not given in full)	-3	-1	1	9	1	2	0	1	-7	-21	-1
6	O=C(CS(=O)(=O)Cc1ccccc1)Nc1ccc2c(c1)OCO2	0	-8	-4	-2	-11	-1	10	1	-4	-11	-11
7	Nc1cc(Cl)cc2c1-c1ccc(Cl)cc1C2O (stereo not given)	6	-1	-1	-6	-40	9	-13	5	6	-12	-58
8	O=C(OCc1cn([C@@H]2C[C@H](c3ccc(Cl)cc3)N(Cc3cccs3)C[C@H]2O)nn1)c1ccccc1	1	-8	3	-36	3	-3	-2	4	2	14	3
9	COc1ccccc1N1CCN(S(=O)(=O)CCNC(=O)c2ccco2)CC1	-4	-14	-6	-18	30	5	6	11	-2	-9	6
10	COc1ccccc1-c1cc(C2CC2)nc(N)c1C#N	-10	-17	-3	17	-1	5	-36	-22	-4	-13	-31
11	CC(=O)Nc1nc(C(=O)O)cs1	-1	16	-1	8	-9	14	1	14	9	-7	-7
12	Cc1ccn(CCC(=O)N2CCCC(CCC(=O)N3CCN(c4ccccn4)CC3)C2)n1 (stereo not given)	2	-11	-9	10	0	-1	10	-2	-16	4	4
13	O=C(O)C1Nc2ccc(Br)cc2C2C=CCC12 (stereo not given)	-2	x	1	-9	14	6	2	x	-8	-59	-6
14	c1ccc(-n2nnc3c(N4CCOCC4)ncnc32)cc1	-3	-17	2	-66	87*	2	-117	1	1	-90	43
15	Cn1c(=O)c2c(nc(CN3CCN(c4ccccc4)CC3)n2Cc2ccccc2Cl)n(C)c1=O	1	7	-7	11	9	2	-10	-15	-7	-7	-16
16	O=C(N/N=C/c1ccc(OC(=O)c2cccs2)cc1)c1ccc(F)cc1	-4	-16	4	-9	-20	2	2	10	1	-13	-27
17	Cn1nnnc1SCC(=O)Nc1cc(C(F)(F)F)ccc1N1CCOCC1	u	-5	-11	8	26	-7	-12	21	-3	-18	-3
18	COC(=O)CSc1nnc(-c2cccnc2)n1-c1cc(OC)cc(OC)c1	0	-9	-14	24	3	5	9	14	-10	3	-5
19	Cc1ccc(OCC(=O)Nc2ccc(CN3CCOCC3)cc2)cc1	30	13	-7	22	13	8	15	-8	-5	7	8
20	c1ccc(-c2nnsc2-c2ncc[nH]2)cc1	1	-15	2	13	-4	-7	8	3	3	5	-3
21	OC[C@@H]1CN(Cc2cccs2)C[C@H](n2cnc3c(NCc4ccco4)ncnc32)O1	3	-12	-8	-19	3	-8	23	8	x	-2	-9
22	O=C(CCS(=O)(=O)c1ccc(Br)cc1)NCCC1=CCCCC1	-2	-10	-2	2	2	0	-17	-15	-16	0	-18
23	Nc1ccc(C(=O)Nc2ccc(OC(F)(F)C(F)F)c(NC(=O)c3ccc(N)cc3)c2)cc1	0	0	2	1	-1	0	-18	-38	-4	-26	-16
24	Fc1ccc(/C=N/Nc2nn[nH]n2)cc1	-2	-10	-9	-6	1	1	-10	-19	4	-4	-3
25	CC(=O)NCC(=O)N1CCCC(C(=O)c2ccc(-c3ccccc3)c(F)c2)C1 (stereo not given)	3	-10	2	23	15	-1	2	-4	-1	0	-9
26	CC(=O)Nc1ccc2c(c1)C(=O)N(c1ccc(C)cc1)C2=O	-2	-22	-2	2	6	-4	-1	-24	16	-34	-47
27	O=C(NCCN1CCOCC1)/C(=C\c1ccccc1Cl)NC(=O)c1ccccc1	-7	9	-14	-3	2	-1	11	-3	1	-4	6
28	Cc1cc(C)c2nc(N3CCC(C(=O)N4CCCC4)CC3)sc2c1	-1	2	-5	-14	-24	6	1	-23	1	-21	-34
29	C[C@H]1CN([C@@H](C)CO)C(=O)CCCn2cc(nn2)CO[C@@H]1CN(C)S(=O)(=O)c1ccc(Cl)cc1	-3	-7	-4	-4	4	2	16	-26	-3	23	-3
30	CCCOc1ccc(C(=O)NCCC(=O)NCCCC(=O)OCC)cc1	-2	-2	6	2	-1	2	14	9	-7	3	-12
31	CCCCN1C(=S)NC[C@@H]1c1ccccc1	16	4	-6	-6	-4	3	12	5	1	5	-7
32	CC/C(=N\Nc1nncc2ccccc12)c1ccc(F)cc1	4	-51	6	-111	-19	-8	-105	-44	1	-103	-21
33	CC(=O)NCCNC(=O)c1ccc(NC2=NC3CS(=O)(=O)CC3S2)cc1 (stereo not given)	0	-13	3	3	3	-5	-46	15	-1	-2	-11
34	COc1ccc(N2CCN(C(=O)c3cc4c(s3)-c3ccccc3S(=O)(=O)C4)CC2)cc1	-1	13	-6	2	-6	0	-16	-28	-10	13	6
35	CCCCN=CC1=C(O)CC(c2ccccc2)CC1=O (stereo not given)	0	-3	-7	10	29	4	-9	-1	-8	-88	-19
36	CCC(CO)N=C1CC(C)(C)CC(=O)/C1=C(/O)CCCN1C(=O)c2ccccc2C1=O (stereo not given)	0	0	3	15	9	4	28	14	-9	-57	-8
37	C/C(=N/NC(=O)c1sc(NS(=O)(=O)c2ccccc2)nc1C)c1sc(N)nc1C	-9	7	-6	-17	3	-7	-8	-13	-7	-10	-9
38	Cc1ccc(NC(=O)c2c(C)nc3sc(C(=O)NC4CCCC4)c(N)c3c2-c2ccco2)c(C)c1	-2	-2	1	14	22	0	2	-20	3	12	-22
39	CN1CCN(Cc2c(O)c(Cl)cc3c(-c4ccccc4)cc(=O)oc23)CC1	6	13	21*	8	-3	0	-5	18	5	3	9
40	COc1ccc(CCNC(=O)c2ccc([N+](=O)[O-])cc2Cl)cc1OC	5	-5	-5	2	-1	1	-4	-7	0	-5	-20
41	COC(=O)c1ccccc1NC(=O)c1sc(Cl)nc1C	3	-12	8	-1	-6	1	-2	-2	-1	-7	-14
42	Cc1ccc(SCc2ccc(C(=O)NCc3ccncc3)cc2)cc1	1	14	7	11	32	-6	43	15	0	-1	12
43	CCOCCCNS(=O)(=O)c1cc(Br)cc2c1N(C(=O)C1CC1)CC2	5	-16	-9	-5	-2	0	-3	-16	-2	-5	4
44	CCn1cc(C(=O)NCCO)c(=O)c2cc(F)c(N3CCN(C)CC3)cc21	-1	-34	1	11	24	-2	10	14	7	-24	11
45	COCCNC(=O)COc1ccccc1C	-1	-16	8	17	5	-5	-14	-50	0	-11	0
46	O=C(Cc1cccc(F)c1F)NC1CCCN(Cc2ccc(Cl)cc2)C1 (stereo not given)	46	-7	2	13	-7	-8	10	-1	-1	3	9
47	Cc1cccc(/C(N)=N/OC(=O)c2ccco2)c1	-11	-20	0	-114	45	1	-151	-30	-2	-105	-37
48	Nc1nc(=S)ss1	10	-8	-17	-9	18	18	30	-13	2	-11	13
49	O=C(C[C@H]1C[C@H](C(=O)N2CCOCC2)[C@@]2(CCC3CCCC3)c3[nH]c4cc(-c5ccco5)ccc4c3CCN2C1=O)NCCCn1ccnc1	20	3	3	-7	-2	15	3	-19	12	8	5
50	COc1cc(COC(=O)Oc2ccc(CNC(C)=O)cc2OC)c([N+](=O)[O-])cc1OC	-5	-26	3	21	-22	6	-4	-16	-3	-7	14
51	CCc1nnc(NC(=O)[C@@H](NC(=O)c2ccc(OC)cc2)C(C)C)s1	-2	3	1	-4	8	2	-18	-5	-9	0	0
52	C=CC1=CCN(S(=O)C(C)(C)C)[C@H]1CCO (stereo not given in full)	1	14	4	5	-26	4	-6	-4	-12	-17	-2
53	CN1C(=O)C2(C(C#N)=C(N)N(c3ccc(Cl)cc3)C3=C2C(=O)CC(C)(C)C3)c2ccccc21 (stereo not given)	-2	-10	-1	15	11	-3	16	9	7	9	15
54	CSc1cccc(NC(=O)C2CC(=O)N(Cc3ccccc3)C2)c1 (stereo not given)	0	-15	-12	18	-6	4	10	16	-3	-5	-24
55	Cc1ccc(C(=O)O/N=C(\N)c2nonc2N)cc1	-2	-5	-14	-11	55*	0	-40	-33	9	-6	66*
56	Cc1ccc2c(c1)N(CCC(=O)NCC1COc3ccccc3O1)C(=O)CO2 (stereo not given)	-2	-2	-1	1	21	-2	11	-24	0	-3	12
57	O=C(c1ccco1)N(Cc1cccc(Cl)c1)C1CCS(=O)(=O)C1 (stereo not given)	-2	-6	-10	-4	-4	2	-11	-22	-6	14	-3
58	CN1C[C@@H]2C(c3ccc(C(F)(F)F)cc3)C3(c4cccnc4)CC2(C3)[C@H]1c1ccccc1 (stereo not given in full)	13	-4	-7	-12	-7	7	-9	8	-8	-8	15
59	O=C1C2C3C=CC(C4CC34)C2C(=O)N1Cc1ccco1 (stereo not given)	0	0	-15	28	30	10	-5	2	3	12	3
60	C[C@H]1CN([C@@H](C)CO)C(=O)c2c(c3ccccc3n2C)-c2ccccc2CO[C@H]1CN(C)C(=O)[C@@H]1CCCN1C	3	-7	5	4	28	11	16	-15	6	14	9
61	CCCOc1ccc(C(=O)CCC(=O)Nc2ccc(N3CCN(C)CC3)cc2)cc1	0	7	0	-15	-12	11	19	14	11	-4	5
62	CCNc1nc(NC(C)(C)C)nc(N2CCCCC2)n1	4	10	-22	27	-34	-1	15	17	11	25	-26
63	COc1cc2[nH]c(=O)c(C(=O)NCc3ccccc3Cl)c(O)c2cc1OC	3	11	-12	-14	-30	4	-1	-7	1	2	5

An excerpt. The share of hits here may be higher or lower than overall.
